# Screening data (PubChem BioAssay)
# KDM5B inh = KDM5B demethylase inhibition | Potency, µM (top dose mostly 57.7 µM), inactives show at the highest dose activity change, negative = inhibition, most hits filed as inhibitors | AID 1347165 | KDM5B demethylase, FDH-coupled NADH fluorescence (FDH is formaldehyde dehydrogenase) | 220,000 tested, 2.6% active | Q9UGL1; active = well fitted inhibition curve with a large enough effect; inconclusive = small, poorly fitted or top-dose-only effect; inactive = no such curve, though single readings can be large or run the other way; also: 0% is about no effect; nearly all actives have a fitted effect of over 70% in size
# Target sequence (Q9UGL1 whole entry, looked up): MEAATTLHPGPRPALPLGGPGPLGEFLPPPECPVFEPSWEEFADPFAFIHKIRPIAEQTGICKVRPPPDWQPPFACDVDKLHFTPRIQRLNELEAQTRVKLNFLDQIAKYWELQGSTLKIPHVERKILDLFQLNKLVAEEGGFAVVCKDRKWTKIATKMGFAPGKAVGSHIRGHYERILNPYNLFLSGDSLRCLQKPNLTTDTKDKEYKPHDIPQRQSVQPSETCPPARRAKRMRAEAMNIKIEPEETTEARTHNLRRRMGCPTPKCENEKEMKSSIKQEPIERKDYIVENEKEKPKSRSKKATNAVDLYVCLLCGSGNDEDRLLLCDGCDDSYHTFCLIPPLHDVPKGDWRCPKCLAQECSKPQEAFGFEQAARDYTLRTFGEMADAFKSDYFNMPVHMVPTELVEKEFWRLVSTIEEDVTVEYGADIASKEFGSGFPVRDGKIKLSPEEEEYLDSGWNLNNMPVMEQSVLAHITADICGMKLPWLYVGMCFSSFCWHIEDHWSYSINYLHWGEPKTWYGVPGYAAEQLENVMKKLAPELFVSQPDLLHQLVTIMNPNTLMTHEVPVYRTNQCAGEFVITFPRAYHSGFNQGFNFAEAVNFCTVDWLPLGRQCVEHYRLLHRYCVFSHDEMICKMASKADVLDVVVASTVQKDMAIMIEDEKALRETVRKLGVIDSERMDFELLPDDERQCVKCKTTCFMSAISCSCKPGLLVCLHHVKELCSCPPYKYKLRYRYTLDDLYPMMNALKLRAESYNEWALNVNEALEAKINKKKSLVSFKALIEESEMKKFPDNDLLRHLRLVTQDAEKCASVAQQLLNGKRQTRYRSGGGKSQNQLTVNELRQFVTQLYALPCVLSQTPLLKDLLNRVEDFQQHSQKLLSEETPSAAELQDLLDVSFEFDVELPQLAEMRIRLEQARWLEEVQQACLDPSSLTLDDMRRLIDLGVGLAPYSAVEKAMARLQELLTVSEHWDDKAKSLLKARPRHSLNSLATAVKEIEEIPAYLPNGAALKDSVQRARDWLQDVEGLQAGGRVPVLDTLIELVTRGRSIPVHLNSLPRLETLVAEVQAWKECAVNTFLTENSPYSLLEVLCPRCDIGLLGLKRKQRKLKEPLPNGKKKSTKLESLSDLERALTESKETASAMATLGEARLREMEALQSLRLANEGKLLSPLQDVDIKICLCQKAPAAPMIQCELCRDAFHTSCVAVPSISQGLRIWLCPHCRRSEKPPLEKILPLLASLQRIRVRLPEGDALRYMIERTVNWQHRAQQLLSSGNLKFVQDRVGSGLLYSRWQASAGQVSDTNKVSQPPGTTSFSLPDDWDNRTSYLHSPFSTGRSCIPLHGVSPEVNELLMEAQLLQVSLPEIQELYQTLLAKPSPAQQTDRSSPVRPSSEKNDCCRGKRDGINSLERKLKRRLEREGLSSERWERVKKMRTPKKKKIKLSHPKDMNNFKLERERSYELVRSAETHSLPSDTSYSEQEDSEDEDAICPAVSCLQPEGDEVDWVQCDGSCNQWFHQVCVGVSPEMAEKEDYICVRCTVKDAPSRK
#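 qHTS format, multiple compound concentrations. Buffer 50 mM HEPES pH 7.5/0.01% Tween-20; 200 nM KDM5BΔAP final; 10 min compound preincubation; substrate-mix levels 12.5 µM peptide, 25 µM α-KG, 0.25 mM NAD⁺; 30 min RT; ΔRFU.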
# Active calls of the source: *; ? = inconclusive; & = joins results of further samples; [ ] = dose if it differs, or a comment. Potency is read from the fitted curve at half-maximal effect.
SMILES,KDM5B inh
CCOc1ccc(-c2nc(CS(=O)Cc3ccccc3)cs2)cc1OC (stereo not given),430.9%[activator]
Cc1ccc([C@@H]2CN(c3cc(N4CCC(O)CC4)ncn3)C[C@H]2N(C)C)cc1,-29.9%
COc1ccc(OC)c(CNC(=O)CCC2CCN(S(=O)(=O)c3ccccc3)CC2)c1,-13.0%
CCOc1ccc(N2CC(NC(=O)CC)CC2=O)cc1 (stereo not given),-13.6%
CC(C)(C)C(=O)Nc1ccc(F)cc1[N+](=O)[O-],28.7%
COC(=O)c1c(NC(=O)Cc2coc3ccc(C)cc23)sc2c1CCC2,-8.0%&15.8%
O=C(O)C1=NOC2CN(C(=O)Cc3ccccc3)CC12 (stereo not given),7.7%[149 µM]
CCN1C(=O)S/C(=C/c2cn(CC(=O)OC)c3ccccc23)C1=O,7.1%
CN(C)c1nc2c(c(=O)[nH]1)CCN(Cc1ccccc1Cl)CC2,6.6%
CN(Cc1ccccc1)Cc1nc2c(n1Cc1ccccc1)C(=O)N(Cc1cccc(Cl)c1)CCN2,-26.3%
Cc1cccnc1NCCNC(=O)c1ccc(S(N)(=O)=O)cc1,-10.5%
Cc1cc2cc(CNC(=S)Nc3ccc(Br)cc3)ccc2[nH]1,3.8%
N#CCc1ccc(NC(=O)CNc2ccc(F)cc2Cl)cc1,8.3%
O=C(CN1CC2CC(C1)[C@H]1CCCC(=O)N1C2)NCCCN1CCCC1=O (stereo not given in full),-9.8%
CC(OC(=O)c1ccc(C(=O)OC(C)C(N)=O)cc1)C(N)=O (stereo not given),12.6%
O=C(CSC1=Nc2ccccc2N=C(c2ccc(F)cc2)C1)Nc1cc(F)ccc1F,-2.6%
CC(=O)N1CCCc2cc(S(=O)(=O)N(C)CC(=O)Nc3ccc(F)cc3Cl)ccc21,8.7%
O=S1(=O)N=C(SCc2ccccc2)N(Cc2ccccc2)c2ccccc21,1.1%
O=C(O)c1cc(N/N=C/c2c(O)ccc3ccccc23)ccc1Cl,-8.9%
CC(C)n1c(CN(C)Cc2ccccc2)nc2c1c(=O)n(C)c(=O)n2C,-4.7%
CC(C)c1ccc(C(CC(=O)c2ccc(Cl)cc2)S(=O)(=O)c2ccccc2)cc1 (stereo not given),25.6%
O=C(NCc1ccc(Cl)cc1)C(=O)NCC(c1cccs1)S(=O)(=O)c1ccc(Cl)cc1 (stereo not given),-5.3%
O=C1NC2(CCN(Cc3ccncc3)CC2)COc2ccccc21,2.8%[86.2 µM]
CCCNC(=O)c1cc2c(s1)CCN(C(C)=O)C2,-21.1%
CCOCCCNC(=O)c1[nH]c2cc(OC)ccc2c1Sc1ccccc1,-12.2%
CC(C)c1cc(CNC(=O)c2ccc(OC3CCN(C(=O)C4CC4)CC3)cc2)on1,-18.7%
CC(C)(Oc1ccc(Cl)cc1)C(=O)Nc1ccc(-c2nc3ncccc3o2)cc1,?
O=C(NC1(C(F)(F)F)C(=O)Nc2c1c(=O)[nH]c(=O)n2Cc1ccccc1)C1CCCCC1 (stereo not given),17.9%
COc1ccc(-c2nnc3ccc(NC(C)C)nn23)nc1,?
COc1ccc(CNC(=O)C[C@@H]2O[C@H](CNC(C)=O)[C@@H](O)[C@H]2O)cc1,6.4%[86.2 µM]
CCCN(Cc1cc(OC)c(OC)c(OC)c1)Cc1cc(=O)n2cc(C)sc2n1,?
O=C(Nc1ccccc1)C1CCCN(c2cnc3nccnc3c2)C1 (stereo not given),-22.6%
Fc1ccc2nc(CO[C@H]3CN(C4CCOCC4)C[C@H]3F)[nH]c2c1,?
CCNC(=O)[C@@H]1C[C@H](n2cc(CN(C)C(=O)Nc3ccc(C)cc3)nn2)CN1,?
Cc1ncsc1CN1CCCC(c2[nH]ccc2C(N)=O)C1 (stereo not given),-6.1%
Cc1cc(S(=O)(=O)N2CCC(Oc3ccc(C(N)=O)cn3)CC2)ccc1Cl,11.3%
COc1ccc(S(=O)(=O)c2c(Nc3cccc(C)c3C)sc(C(=O)c3ccccc3)c2N)cc1,?
Cc1cc(C)n(CCC(=O)Nc2ccc(Cl)cc2)n1,5.5%
Cc1ccc(Cn2c(CN3CCC(C(=O)NCC(C)c4ccccc4)CC3)cc3ccccc32)cc1 (stereo not given),?
CCOC(=O)c1noc2nc(C)nc(Nc3ccc(C(C)C)cc3)c12,11.7%
COc1ccc(-n2c(SCC(=O)N3CCOCC3)nc(O)cc2=O)cc1,-1.0%
COc1ccc(CN2CC[C@@](O)(C3CC3)[C@H](C)C2)cc1CN1CCCC1,23.7%
CC(=O)Nc1ccc(NS(=O)(=O)c2cc3c4c(c2)CC(=O)N4CCC3)cc1,-6.0%
CCc1cccc(C)c1NC(=O)Cn1c(=O)n(-c2ccccc2)c(=O)c2c1cc(C)n2C,31.4%
O=C1CN(C(=O)/C=C/c2cc(Br)ccc2F)CCN1,31.2%
O=Cc1c(-c2cc(Cl)ccc2Cl)[nH]c2ccccc12,-14.5%
CCCCCCCC(=O)NCc1cccs1,2.5%
CC(C)OCCCNC(=O)c1cc2c(-c3ccc(Cl)cc3)nn(C)c2s1,?
O=[S+]1([O-])NCC2(CCN(CC3CCCC3)CC2)Oc2ncccc21,-29.3%[115 µM]
O=[N+]([O-])c1cccnc1Sc1n[nH]c(-c2ccc(Cl)cc2)n1,12.9%

# In a second layout: results already given
structure	KDM5B inh
CCc1cccc(C)c1NC(=O)Cn1c(=O)n(-c2ccccc2)c(=O)c2c1cc(C)n2C	31.4%
O=C1CN(C(=O)/C=C/c2cc(Br)ccc2F)CCN1	31.2%
O=Cc1c(-c2cc(Cl)ccc2Cl)[nH]c2ccccc12	-14.5%
CCCCCCCC(=O)NCc1cccs1	2.5%
CC(C)OCCCNC(=O)c1cc2c(-c3ccc(Cl)cc3)nn(C)c2s1	?

# 7 of the entries above in order of their number in KDM5B inh, largest number first:
SMILES,KDM5B inh
CCc1cccc(C)c1NC(=O)Cn1c(=O)n(-c2ccccc2)c(=O)c2c1cc(C)n2C,31.4%
O=C1CN(C(=O)/C=C/c2cc(Br)ccc2F)CCN1,31.2%
COc1ccc(CN2CC[C@@](O)(C3CC3)[C@H](C)C2)cc1CN1CCCC1,23.7%
O=[N+]([O-])c1cccnc1Sc1n[nH]c(-c2ccc(Cl)cc2)n1,12.9%
CCCCCCCC(=O)NCc1cccs1,2.5%
CC(=O)Nc1ccc(NS(=O)(=O)c2cc3c4c(c2)CC(=O)N4CCC3)cc1,-6.0%
O=Cc1c(-c2cc(Cl)ccc2Cl)[nH]c2ccccc12,-14.5%

# More structures follow.
SMILES,KDM5B inh
Cc1cccc(N2CCN(C(=O)c3cc4c(=O)n(C)c5ccccc5c4s3)CC2C)c1 (stereo not given),-3.2%
CCOCCn1nc(C)cc1C(=O)NC1CC(c2cc(=O)[nH]c(N)n2)C1 (stereo not given),0.2%
CCn1ccc2cc(S(=O)(=O)N3CCCN(C(=O)NCC(=O)OC)CC3)ccc21,-0.1%
Cn1nc(C(=O)N2CC(c3nnc(-c4ccncc4)o3)C3(CCOCC3)C2)c2ccccc21 (stereo not given),-23.5%
CCCC(O)(c1ccccc1)C(CN1CCOCC1)c1ccccc1 (stereo not given),?
O=C(CSc1nnnn1-c1cccc2ccccc12)Nc1ccc(C(=O)O)cc1,-6.1%
CS(=O)Cc1cccc(C(=O)NCC2(c3ccccc3)CCCCC2)c1 (stereo not given),20.4%
CC(=O)Nc1ccc(NC(=O)C(C)OC(=O)c2ccc3c(c2)NC(=O)CS3)cc1 (stereo not given),11.9%
Cc1nc(-c2cccc(NC(=O)N[C@H](C)c3onc(-c4ccc(F)cc4)c3C(=O)O)c2)no1,-26.3%
CC(=O)Nc1ccc(NC(=O)COC(=O)c2ccccc2OCc2cccc(Br)c2)cc1,10.8%
Cc1cc(CN2CCN(c3ccc(F)cc3)CC2)cs1,?
COc1ccc(NC(=O)N2CCN(c3nc(C)cc(N4CCOCC4)n3)CC2)cc1,9.7%
Cc1ccccc1Cn1cc(COC(=O)NCC(C)C)nn1,19.7%
COc1cccc(CNC2(Cc3cc(COc4ccccc4)on3)COC2)c1,-27.4%[86.2 µM]
CCCCOc1ccccc1C1CC(=O)Nc2ccc3ccccc3c21 (stereo not given),?
O=C(Nc1ccc(C(F)(F)C(F)(F)C(F)(F)F)oc1=O)c1ccccc1,10.7%
O=C(Nc1ccc(F)cc1)c1csc2c1CCCCC2,?
Cc1cc(Br)cc2c(C(=O)NCC3CCCO3)cc(-c3ccccc3)nc12 (stereo not given),-2.5%
CC(=O)Nc1ccc(-c2c(-c3ccccc3)ncn2Cc2ccnc(C)c2)cc1,?
O=C(Nc1cccn2nc(C3CCC3)nc12)c1ccc(F)cc1F,31.6µM*
Cc1ccc(C)c(NC(=O)CN2C(=O)c3cccnc3Oc3ccc(C)cc32)c1,-24.6%
CC(C)NC(=O)c1ccnc(-c2ccccc2S(=O)(=O)NC(C)(C)C)c1,25.2%
O=C(O)c1ccc(Br)cc1C(=O)O,3.1%
COCC(=O)Nc1nc2c(s1)C[C@@H]1[C@](C)(CO)[C@H](O)CC[C@@]1(C)[C@@H]2CC(=O)N1CCC(C)CC1,-22.4%
COc1ccccc1NC(=S)NC(NC(C)=O)C(Cl)(Cl)Cl (stereo not given),1.1%
Cc1ccc(S(=O)(=O)NC(CC(C)C)C(=O)N2CC(C)OC(C)C2)cc1 (stereo not given),-1.6%
CSCC(=O)N1CCC(C2CCNC2)CC1 (stereo not given),13.2%
Cc1cc(Br)ccc1NC(=O)C1CCN(S(=O)(=O)c2ccc(Br)s2)CC1,12.1%
CSc1cccc(NC(=O)c2ccc3c(c2)N(C)C2CCCCN2C3=O)c1 (stereo not given),?
CC(NC(=O)CSc1nc2ccccc2n1C)c1ccccc1 (stereo not given),21.6%
C=Cc1ccc(Cn2nc(-c3ccc(C)c(S(=O)(=O)N(CC)CC)c3)ccc2=O)cc1,?
COc1ccc(/C=N\NC(=O)C2COc3ccccc3O2)cc1O (stereo not given),14.3%
Cc1ccc(-c2nc(-c3ccc(C(C)(C)C)cc3)c(C)s2)cc1,6.1%
COc1ccc(NC(=O)Nc2cccc(-c3noc(C)n3)c2)cc1,?
O=C(Cn1nc2c(cc1=O)CCCCC2)Nc1cccc(Cl)c1,38.9%[activator]
O=C(Nc1cccc2c1CCCC2)c1ccc(S(=O)(=O)NC2CC2)cc1,13.3%
CC(=O)N1C[C@@H]2CCCN3CCC[C@@H]([C@H]23)[C@H]1CCCC(=O)N1CCN(c2ccccc2)CC1,-20.2%
Cc1cc(=O)[nH]c(N/N=C/c2c(C)nn(-c3ccccc3)c2Cl)n1,-11.7%
CCCNC(=O)N1CCCCC1c1noc(COc2ccc(C)cc2)n1 (stereo not given),3.1%
Cc1cccc(S(=O)(=O)c2cn(Cc3ccc(F)cc3)c3cc(N4CCOCC4)c(F)cc3c2=O)c1,?
CC1CCN(S(=O)(=O)c2ccc3c(c2)N(CC(=O)NCCc2ccccc2)C(=O)CO3)CC1,-16.2%
COc1ccccc1NC(=O)CN1CCN(CC(=O)Nc2ccccc2F)CC1,20.6%
CC1(C)CC(NC(=O)C(=O)NCCc2ccccc2)CC(C)(C)N1,-28.3%
Fc1ccc(-n2ncc3c(NCCC4=CCCCC4)ncnc32)cc1,?
CC(=O)NC12CC3CC(C1)CC(C(=O)NCc1ccc(C(=O)N4CCCCC4)cc1)(C3)C2,2.0%
Cc1cc(=O)oc2cc(NC(=O)Cc3ccc(Cl)cc3Cl)ccc12,?
COCCCNC(=O)C1c2ccccc2C(=O)N(C2CCCCC2)C12CCCCC2 (stereo not given),-15.9%
O=C(Nc1ccc2nc(SCc3ccc(I)cc3)sc2c1)c1ccc(Cl)cc1,-15.8%
CCOc1ccc(N2CC(C(=O)Nc3nnc(C4CCCCC4)s3)CC2=O)cc1 (stereo not given),1.2%
COc1ccc(NC(=O)N2CCCC(c3nn[nH]n3)C2)cc1 (stereo not given),-24.1%

# Continuation.
SMILES,KDM5B inh
Cc1cccc2c1nc1n2[C@@H](CNC(=O)c2ccc(F)cc2)COC1,11.5%[86.2 µM]
CC(C)=CCn1c(-c2ccccc2Cl)cn2cc(C(=O)NCC(C)O)nc2c1=O (stereo not given),-1.1%
COCC(C)NC(=O)CC1CCCC1 (stereo not given),15.5%
O=C(NCc1cccc(Br)c1)c1ncoc1-c1cccs1,325.9%[activator]
CCCCc1ccc(-c2csc(/C(C#N)=C/c3ccc(-c4ccccc4)cc3)n2)cc1,9.9%
CC(=O)c1c(O)cc(=O)oc1-c1ccc(C)cc1,-1.9%
CSc1ccc(C(=O)C2CCCN(C(=O)c3cccnc3SC)C2)cc1 (stereo not given),6.0%
O=C(NCCNC(=O)C1CC1)c1cc2ccccc2oc1=O,1.9%
CCOc1ccc2oc(C(=O)OCC(=O)N3C(C)CCCC3C)c(C)c2c1 (stereo not given),?
Cc1cnc(C(=O)N[C@@H]2CCC[C@@H]2C(=O)NCc2ccccc2)cn1,-16.3%
Cc1ccc(OCC(=O)c2ccc3c(c2)N(CCCC(=O)N2CCOCC2)C(=O)CO3)c(Cl)c1,4.9%
CC/C(=N/N=C(/CC)c1ccccc1)c1ccccc1,23.2%
CC(=O)Nc1ccc(CN2CC[C@@H](c3ccc4c(c3)OCO4)[C@H](O)C2)cc1,6.4%
CC(=O)c1cccc(CN2CCCC(C(=O)Nc3cccc(-n4cccn4)c3)C2)c1 (stereo not given),-15.9%
Cc1c2cnn(CC(=O)O)c(=O)c2c(C)n1Cc1cccc(Cl)c1,?
O=C(NC1COC1)c1ccc2c(c1)C1(CCN(CC3CC3)C1)CN2Cc1ccccc1 (stereo not given),35.5µM*

# Only part of the results is shown; rates above refer to the full screens.
